PLC-beta3 inh = inhibitors of human phospholipase C beta3; Q01970; Purified PLC-beta3, fluorogenic substrate, fluorescence; inhibition, % at 12.2 µM; hit rate 0.18% among 370,000; in the data active = inhibition above about 11%;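 note: 0% = median of compound wells on plate and 100% = full blocker control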
Tn7 DDE FP = DD(E)-Tn7 binding inhibition, primary FP screen | hit rate 0.13% among 370,000 | FP displacement of FITC-Tn7 peptide from fibrin DD(E); 0% = median of compound wells per plate | inhibition, % at 8.3 µM;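 active = inhibition above the mean of compounds falling within the control limits plus 3 SD of them, cut at about 14% in these data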;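 note: 0% = plate median of compound wells and 100% = 10 µM Aha-Tn7 peptide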
Target sequence (P02675 whole entry, looked up): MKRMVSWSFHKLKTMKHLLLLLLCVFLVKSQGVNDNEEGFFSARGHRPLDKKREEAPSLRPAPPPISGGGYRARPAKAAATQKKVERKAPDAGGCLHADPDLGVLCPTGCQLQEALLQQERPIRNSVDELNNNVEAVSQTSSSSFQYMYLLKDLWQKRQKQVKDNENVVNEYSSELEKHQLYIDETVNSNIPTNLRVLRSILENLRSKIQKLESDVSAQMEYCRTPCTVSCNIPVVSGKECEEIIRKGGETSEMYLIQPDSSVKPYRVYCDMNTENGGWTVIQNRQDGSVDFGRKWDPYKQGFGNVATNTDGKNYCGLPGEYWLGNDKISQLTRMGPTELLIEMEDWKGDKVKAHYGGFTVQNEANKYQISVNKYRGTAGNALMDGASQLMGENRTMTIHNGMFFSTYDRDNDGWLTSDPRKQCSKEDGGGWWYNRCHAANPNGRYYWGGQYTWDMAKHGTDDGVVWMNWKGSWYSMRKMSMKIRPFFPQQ
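Assay system: Fibrin-DD(E) protein isolated from polymerized human fibrin clots; read-out basis: percent inhibition; medium: Tris/NaCl/CaCl2 buffer, pH 7.8; signal: FP measurement; incubation: 10 min plus 3 h, room temperature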
ASAP1 GAP inh = blocks human ASAP1-stimulated Arf1 GTP hydrolysis; Q9ULH1; GDP FP detection; inhibition, % at 16.5 µM; hit rate 0.19% among 360,000; AID 624377; in the data active = inhibition above about 25%;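 note: 0% = vehicle with enzyme and substrate and 100% = no enzyme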
KLK7 zymogen act = proKLK7 (human) activation, primary screen; activation, % at 7 µM; hit rate 0.9% among 370,000; purified proKLK7, EDANS-DABCYL substrate fluorescence; 100% is mature enzyme control, 0% vehicle; P49862;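 active = activation above the mean of all tested compounds plus 3 SD, computed per campaign excluding outliers beyond control limits, cut at about 13% in these data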
ARFGAP1 inhibitor = rat ARFGAP1 inhibition; Arfgap1-stimulated ARF1 GTP hydrolysis, GDP FP detection; inhibition, % at 16.5 µM; hit rate 0.26% among 360,000;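 active = inhibition above a per-plate limit, mean inhibition of low control wells plus 3 SD, cut at about 25% in these data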;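 note: 0% = DMSO wells with enzyme and 100% = wells lacking Arfgap1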
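Replicates: Single well per compound | Assay system: Truncated rat Arfgap1 GAP domain | Control set: No-Arfgap1 wells (100%) versus DMSO full-reaction wells (0%) | Times: Enzyme reaction 120 min at 25 °C after 20 min preincubation | Reagent: Human ARF1(Δ1-17)-GTP substrate | Measured by: Tracer-displacement fluorescence polarization with EDTA stop, 620/688 nm | Measure: Percent inhibition of Arfgap1-stimulated GTP hydrolysis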
UHRF1 MBD2 ctr = human UHRF1 methylated DNA binding inhibitors. inhibition, % at 4.4 µM. Q96T88. hit rate 0.75% among 370,000. AID 687016. UHRF1 binding to methylated oligo, TR-FRET; in the data active = inhibition above about 21%;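 note: UHRF1 SRA domain binding a hemimethylated CpG hairpin DNA probe; 0% = median of test compound wells and 100% = reference inhibitor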
PLCg1 inh = inhibitors of human phospholipase C gamma1; P19174; purified PLC-gamma1, fluorogenic substrate, fluorescence; inhibition, % at 12.2 µM; hit rate 0.84% among 370,000; AID 720700; in the data active = inhibition above about 9.5%
HGIII-sPLA2 inh = Inhibits HGIII-sPLA2 liposome hydrolysis, primary screen; inhibition, % at 12.2 µM; QFRET BODIPY PC-A2 liposome hydrolysis, fluorescence; AID 743126; hit rate 0.56% among 370,000;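 active = inhibition above mean plus 3 SD of compounds lying within the high and low control bounds, cut at about 19% in these data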;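 note: 0% = median of test compound wells and 100% = no enzyme DMSO wells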
Tn6 DDE FP = disrupts Tn6 cyclic peptide binding to fibrin D-Dimer-E complex; Fibrin DD(E) TRITC-Tn6 fluorescence polarization displacement; inhibition, % at 8.3 µM; hit rate 0.21% among 370,000;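 active = inhibition above a per-campaign cutoff: mean of compounds within control limits plus 3 SD, cut at about 15% in these data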;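 note: 0% = median of all compound wells on the plate and 100% = blocking peptide control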
NR1D1 modulator = Rev-erb alpha (human) modulation | P20393 | Rev-erbα–FITC-DNA binding, fluorescence polarization, 90 min | activity, % at 10 µM | hit rate 0.79% among 370,000 | AID 1259318;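 active = activity above about 14%, limit read from the data; passing the limit was not always enough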;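 note: 0% = DMSO wells with 35 nM protein and 100% = DMSO wells with 750 nM protein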
Target sequence (P20393 whole entry, looked up): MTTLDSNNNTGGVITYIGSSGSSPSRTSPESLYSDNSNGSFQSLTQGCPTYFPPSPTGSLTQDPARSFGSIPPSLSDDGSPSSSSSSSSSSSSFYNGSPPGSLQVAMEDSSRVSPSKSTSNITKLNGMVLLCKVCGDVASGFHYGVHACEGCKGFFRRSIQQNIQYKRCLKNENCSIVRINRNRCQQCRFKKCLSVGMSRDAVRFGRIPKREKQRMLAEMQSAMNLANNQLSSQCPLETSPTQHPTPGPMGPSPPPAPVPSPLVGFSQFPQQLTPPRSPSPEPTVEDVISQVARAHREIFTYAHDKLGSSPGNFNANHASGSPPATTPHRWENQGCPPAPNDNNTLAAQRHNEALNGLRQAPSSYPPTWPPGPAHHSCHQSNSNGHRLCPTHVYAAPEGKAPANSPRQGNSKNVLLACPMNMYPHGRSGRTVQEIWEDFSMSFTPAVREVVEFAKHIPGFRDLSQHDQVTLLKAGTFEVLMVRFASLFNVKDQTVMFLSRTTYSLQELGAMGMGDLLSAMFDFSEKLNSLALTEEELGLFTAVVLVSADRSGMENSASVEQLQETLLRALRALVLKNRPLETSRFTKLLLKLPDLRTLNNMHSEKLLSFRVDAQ
Starred values were filed as active, the others as inactive.

Below each SMILES – PLC-beta3 inh | Tn7 DDE FP | ASAP1 GAP inh | KLK7 zymogen act | ARFGAP1 inhibitor | UHRF1 MBD2 ctr | PLCg1 inh | HGIII-sPLA2 inh | Tn6 DDE FP | NR1D1 modulator
Cc1cc(C)c(S(C)(=O)=O)c(N(C)N)n1
  0 | -10 | 8 | 0.0 | 4 | 12 | -4 | -3 | 5 | 1
O=C(OC1CCOC1=O)C1CCN(S(=O)(=O)c2c(Cl)cccc2Cl)CC1 (stereo not given)
  -6 | -2 | 5 | -0.1 | 5 | 2 | -2 | 7 | 4 | 1
CCN(CC)C1CCN(c2nc3nonc3nc2NCCOC)C1 (stereo not given)
  -6 | -2 | 9 | -0.5 | 3 | 4 | 1 | 7 | -4 | 6
O=C(NCc1ccc(Cl)cc1)N1CCN(C(=O)c2ccccc2)CC1
  4 | 1 | 17 | 0.2 | 11 | 1 | 1 | 2 | -10 | 4
CCN(CC)C(=O)CSc1ncnc2c1cnn2Cc1ccccc1
  1 | -5 | 16 | -1.2 | -4 | -3 | -1 | -6 | 1 | -3
O=C(CN1CCCC1)Nc1cccc(Cl)c1Cl
  1 | -4 | 4 | 0.2 | 12 | 6 | 2 | 5 | -8 | 1
Cc1ccc(NC(=O)CNC(=O)c2ccc(C)o2)cc1
  -9 | -13 | 1 | -0.7 | 1 | -1 | 1 | 2 | -4 | 11
Cc1noc(/C=C/c2cccnc2)c1[N+](=O)[O-]
  -6 | 1 | 12 | -0.3 | 10 | -1 | 4 | 2 | 1 | 5
CC(OC(=O)c1cccc(S(=O)(=O)N2CCCCCC2)c1)C(=O)Nc1ccc(S(N)(=O)=O)cc1 (stereo not given)
  -5 | -3 | 16 | 0.3 | 3 | 2 | 0 | -23 | -2 | -4
Cc1ccc(C)c(/C=N/NC(=S)NCCc2ccccc2)c1
  -2 | 2 | 6 | 0.1 | 7 | -2 | -1 | -3 | 8 | 3
CCN(CCCNC(=O)CNC(=O)c1nn(-c2ccc(OC)cc2)c(=O)c2ccccc12)c1cccc(C)c1
  -72 | 5 | 3 | -0.1 | -1 | -1 | -46 | -9 | -13 | 4
O=C(Oc1c(CN2CCOCC2)cc(Cl)c2cccnc12)c1cccs1
  -32 | -2 | 0 | 0.6 | 12 | -3 | -22 | 2 | -7 | -1
O=C(Cn1ccc2ccccc2c1=O)NCCC(=O)N1CCCCC1
  -7 | -2 | 12 | 0.0 | -3 | 1 | 2 | -1 | -7 | 0
Cc1ccc(OCCCn2ccnc2)c(Br)c1
  4 | 7 | 6 | 0.0 | 5 | 7 | 5 | -10 | 6 | -1
COC(=O)c1cc(OC)c(OC)cc1NC(=S)N1CCN(Cc2ccccc2)CC1
  3 | 4 | 0 | 0.0 | -9 | 2 | 4 | -1 | -2 | 3
CCOCCCNC(=O)c1oc2ccc(S(=O)(=O)N3CCOCC3)cc2c1C
  -8 | 7 | -1 | 0.1 | 7 | 2 | 2 | 16 | 4 | 2
O=C(CN(CCO)c1ccccc1)Nc1ccc(Cl)c(S(=O)(=O)N2CCOCC2)c1
  0 | 0 | -6 | 0.5 | 6 | -1 | 1 | -12 | 2 | -2
CCCCn1nnnc1NCc1ccc(N(CC)CC)cc1
  -2 | 0 | 2 | 0.3 | -3 | 5 | -2 | -3 | 2 | -5
COc1ccccc1CNCC(O)Cn1c2ccccc2c2ccccc21 (stereo not given)
  3 | -1 | 13 | 0.4 | -2 | 2 | 1 | -5 | 6 | 9
CN(c1ccccc1)c1nc(N)c([N+](=O)[O-])c(NC2CCCCC2)n1
  -4 | -2 | -6 | -0.2 | 0 | 0 | 0 | -1 | 5 | 6
COc1ccc(NC(=O)N(C)C[C@H]2Oc3ccc(NC(=O)Cc4ccccc4)cc3C(=O)N([C@H](C)CO)C[C@@H]2C)cc1
  2 | -5 | 4 | 0.7 | -5 | 3 | -4 | -4 | -13 | 0
O=C(c1ccc2nc(Cc3cccc(Cl)c3)oc2c1)N1CCOCC1
  -7 | -3 | 8 | -0.7 | 11 | 0 | -1 | -20 | -3 | -4
COc1ccccc1NC(=O)c1ccc(COc2ccccc2OC)o1
  -4 | -1 | 3 | 0.7 | -2 | 2 | -4 | -15 | -4 | 5
CC1(Oc2ccc(F)cc2)CCN(Cc2ccccc2OC(F)F)C1 (stereo not given)
  0 | 1 | 0 | 0.1 | 1 | -2 | 2 | -2 | -2 | 4
CC(C)C(=O)Nc1c(-c2cccs2)c(=O)c2ccccc2n1C
  -27 | 7 | -4 | 1.2 | 8 | -2 | -23 | -1 | 7 | -1
Cc1ccc(SCc2[nH]nc3c2C(c2cccnc2)C(C#N)=C(N)O3)cc1 (stereo not given)
  -1 | 6 | 6 | -0.5 | 12 | -4 | 2 | -9 | -7 | 5
Cc1cc(NC(=O)CSc2nnnn2-c2ccc(C)c(Cl)c2)no1
  -2 | 1 | -8 | -0.3 | 5 | -2 | -1 | -8 | -3 | 1
CC(C)C(c1nnnn1C1CCCC1)N1CCOCC1 (stereo not given)
  5 | -1 | -9 | -0.2 | 3 | 7 | 5 | 3 | -9 | 4
CCOC(=O)C1CCN(CC(=O)Nc2cc(S(=O)(=O)N3CCCCC3)ccc2Cl)CC1
  -10 | 8 | -7 | -0.3 | 1 | 0 | 1 | -4 | -4 | -2
C[C@@H](NCCCn1ccc(NC(=O)OCc2ccccc2)nc1=O)c1cccc2ccccc12
  1 | -12 | 17 | 0.2 | 9 | -1 | 3 | -13 | 3 | -5

Two compounds drawn at random from the list so far:
Below each SMILES – PLC-beta3 inh | Tn7 DDE FP | ASAP1 GAP inh | KLK7 zymogen act | ARFGAP1 inhibitor | UHRF1 MBD2 ctr | PLCg1 inh | HGIII-sPLA2 inh | Tn6 DDE FP | NR1D1 modulator
Cc1ccc(NC(=O)CNC(=O)c2ccc(C)o2)cc1
  -9 | -13 | 1 | -0.7 | 1 | -1 | 1 | 2 | -4 | 11
COc1ccccc1NC(=O)c1ccc(COc2ccccc2OC)o1
  -4 | -1 | 3 | 0.7 | -2 | 2 | -4 | -15 | -4 | 5

Next part
Below each SMILES – PLC-beta3 inh | Tn7 DDE FP | ASAP1 GAP inh | KLK7 zymogen act | ARFGAP1 inhibitor | UHRF1 MBD2 ctr | PLCg1 inh | HGIII-sPLA2 inh | Tn6 DDE FP | NR1D1 modulator
O=C(NCCCN1CCOCC1)c1cc(-c2ccc(Br)cc2)nc2ccccc12
  -6 | 4 | -2 | 0.8 | 8 | -4 | -1 | 3 | -2 | 1
Cc1c(C#N)c2ccccc2n1CC(=O)NCCc1c[nH]c2ccccc12
  -2 | -9 | 4 | -0.1 | -1 | -2 | -1 | -87 | 6 | -1
COc1ccc(CNC(=O)C2(C)Cc3c(-c4ccc(C(N)=O)cc4)ccnc3O2)cc1OC (stereo not given)
  -12 | -1 | 8 | 0.3 | 3 | 1 | 7 | 3 | 7 | -5
CC(C)N(C(=O)Cn1cc(SCC(=O)NCC2CCCO2)c2ccccc21)C(C)C (stereo not given)
  5 | -5 | 15 | 0.2 | 4 | -1 | -1 | -3 | -3 | -1
COc1ccc(NC2CCCN(C(=O)C3=NNC(=O)CC3)C2)cc1 (stereo not given)
  5 | -8 | 10 | -0.6 | -6 | -2 | -1 | 9 | -6 | 3
Oc1ccc2ccccc2c1CN1CC2CCC(CC2)C1
  -7 | -3 | 4 | -1.8 | 4 | -2 | -2 | -9 | 3 | -4
Cc1ccccc1OCc1nc2ccccc2[nH]1
  -1 | -5 | 5 | -0.3 | 0 | 1 | 0 | -1 | -8 | 5
O=C(Nc1ccc2c(c1)OCO2)c1cc(-c2cccnc2)nc2ccccc12
  -10 | -8 | 7 | 0.1 | 1 | -3 | -2 | -4 | -7 | 12
O=C(O)CS(=O)(=O)CC(=O)NCc1cccc(C(F)(F)F)c1
  -6 | 2 | -5 | -0.3 | -1 | 7 | -1 | 7 | -4 | -2
CC(C)CCNC(=O)NC(=O)COc1ncnc2sccc12
  -7 | -5 | -6 | -0.3 | 5 | 0 | -5 | -7 | 1 | 2
c1ccc(N2OCC3Cn4c(nc5ccccc54)C32)cc1 (stereo not given)
  -19 | 0 | -5 | -2.1 | -7 | 0 | -17 | -5 | 6 | 4
Cc1ccc2oc(=O)cc(CN3CCOCC3)c2c1
  -2 | 0 | -5 | -0.5 | -6 | 19 | -3 | -3 | -1 | -1
COc1ccc(S(=O)(=O)N2CCN(c3cc(-c4ccccc4)nc4ncnn34)CC2)cc1
  4 | 2 | 5 | 0.5 | 2 | 0 | 2 | 3 | 4 | 6
COC(=O)c1ccc(NCC(=O)c2ccccc2)cc1
  1 | -4 | 25* | 1.3 | -16 | -2 | 0 | 3 | 2 | -2
CC(C)N(C(=O)CSc1ccc(S(=O)(=O)N2CCCCC2)cn1)c1ccccc1
  1 | 7 | -4 | 0.3 | 19 | -2 | 8 | -18 | -11 | 0
CC(=O)Nc1ccc(NC(=O)C(C)OC(=O)/C(C#N)=C/c2ccc(N(C)C)cc2)cc1 (stereo not given)
  -22 | 3 | 2 | -0.2 | -1 | -1 | -3 | -5 | -7 | 18*
CCn1c2ccccc2c2cc(CC(N)=O)ccc21
  -5 | -1 | 1 | -0.2 | -2 | -4 | 6 | 11 | 3 | -3
O=c1oc2ccccc2c2c1ncn2CCN1CCOCC1
  1 | 1 | 11 | 0.6 | 11 | 2 | -3 | 4 | -4 | 6
Cc1ccnc2nc(C(=O)Nc3ccc4c(c3)OCO4)nn12
  2 | 1 | -6 | -0.1 | 2 | 23* | -1 | 1 | 3 | 3
CC1=C(C(=O)Nc2ccc(C)cc2)C(c2cccs2)NC(=S)N1 (stereo not given)
  3 | 6 | -1 | 0.1 | 0 | -1 | -1 | 14 | 11 | 5
O=C(CSc1ccccn1)N1CCc2ccccc21
  -9 | 3 | 6 | 0.3 | -1 | 2 | 0 | 9 | 8 | -3
Cc1ccc2c(C)c(C(=O)N(Cc3cccs3)C3CCS(=O)(=O)C3)oc2c1 (stereo not given)
  -5 | 3 | 3 | 0.1 | 2 | 7 | 0 | -13 | -5 | 4
CCOc1ccc(NC(=O)c2c(NC(=O)CNCCN3CCOCC3)sc3c2CCC3)cc1
  -13 | 0 | -14 | 0.2 | -16 | -5 | -8 | -5 | 5 | 2
COc1ccc(C(=O)COC(=O)CCS(=O)(=O)c2ccc(C)cc2)c(OC)c1
  -6 | 3 | 2 | 0.4 | -4 | -2 | -4 | -5 | -5 | -2
COc1ccc(OCC(=O)Nc2ccc3oc(=O)ccc3c2)cc1
  -7 | 0 | 0 | 0.1 | -10 | -1 | -4 | -7 | -4 | -1
Cc1cc(C(C)(C)C)ccc1OCCOCCN1CCCC1
  5 | 2 | 9 | 0.9 | 2 | 2 | 2 | -2 | 7 | 2
CS(=O)(=O)c1ccc(N2CCOCC2)c(S(C)(=O)=O)c1
  5 | -6 | -8 | 0.3 | 0 | 3 | 3 | 3 | 4 | -2

Source: PubChem (several laboratories)

Rows were taken by chance; 4.5% or so of the library scored in one or more.
